Screening data: PubChem BioAssay, National Center for Advancing Translational Sciences (NCATS)
RORg inh = inhibitors of mouse ROR gamma transcriptional activity; Drosophila S2 Gal4-RORgamma UAS-luciferase reporter, 20 h; Potency, µM (series often up to 53.6 µM), for inactives: top-dose activity change, negative = inhibition, hits mostly inhibitors; hit rate 5.4% among 310,000; AID 2551; also: potency is read from the fitted curve at half-maximal effect; % is scaled to controls: 0 for no effect and ±100 for the full control effect; nearly all actives have a fitted effect of over 60% in size
Target sequence (P51450 whole entry, looked up, the tested form may be a part): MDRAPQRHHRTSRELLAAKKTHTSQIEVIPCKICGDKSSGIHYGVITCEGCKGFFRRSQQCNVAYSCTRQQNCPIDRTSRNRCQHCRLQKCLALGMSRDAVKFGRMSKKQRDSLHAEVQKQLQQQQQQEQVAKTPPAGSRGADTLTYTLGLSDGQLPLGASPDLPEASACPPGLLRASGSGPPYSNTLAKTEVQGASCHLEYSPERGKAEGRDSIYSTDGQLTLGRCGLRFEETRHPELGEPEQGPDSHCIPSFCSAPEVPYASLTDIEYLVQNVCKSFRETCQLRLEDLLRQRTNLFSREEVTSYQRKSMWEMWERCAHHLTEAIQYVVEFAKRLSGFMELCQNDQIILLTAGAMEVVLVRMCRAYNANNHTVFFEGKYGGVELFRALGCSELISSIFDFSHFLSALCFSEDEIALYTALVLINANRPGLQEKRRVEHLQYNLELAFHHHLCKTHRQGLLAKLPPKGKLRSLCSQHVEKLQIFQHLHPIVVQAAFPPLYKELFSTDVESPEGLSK
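Read-out: Photinus luciferase luminescence; inhibitors lower reporter signal. Insect Schneider cells with Gal4-ROR gamma fusion under metallothionein promoter, UAS reporter; 700 uM final copper sulfate induction, 20 hr, ambient temperature.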
KCNH2 3.1 inh = KCNH2 3.1 (human) potassium channel inhibition | U2OS KCNH2 3.1, thallium flux FluxOr; active compounds read low | activity change, % (tested at about 1.8 µM) | hit rate 0.95% among 340,000;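 active = maximum activity change below -70%; inconclusive = maximum activity change from -70% to -50%; inactive = maximum activity change above -50%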;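 also: thallium influx rate constant from kinetic fluorescence after stimulation buffer; % is scaled to controls: 0 for no effect and ±100 for the full control effect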
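Thallium flux read-out: FluxOr dye with Red40 quencher in HBSS/HEPES, 45 min at RT. Rate constants from kinetic reads were normalized to positive and negative DMSO controls. Cells: U2OS virally expressing the 3.1 isoform.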
uPA generation = inhibitors of cell surface uPA generation. cell surface uPA generation assay, qHTS. hit rate 0.31% among 330,000. Potency, µM (series often up to 38.3 µM), for the others: top-dose activity change, negative = inhibition, most hits filed as inhibitors. AID 540303; active = well fitted inhibition curve with a large enough effect; inconclusive = small, poorly fitted or top-dose-only effect; inactive = no such curve, though single readings can be large or run the other way; tested in mouse RAW 264.7 cells; also: potency is read from the fitted curve at half-maximal effect; % is scaled to controls: 0 for no effect and ±100 for the full control effect; nearly all actives have a fitted effect of over 55% in size
NPC1 promoter act = activates the NPC1 promoter; Huh7 NPC1 promoter luciferase reporter, 24 h; Potency, µM (titrated, usually from 9.22 µM), inactives show at the top dose activation, actives largely listed as activators; hit rate 2.4% among 320,000; AID 485313;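 also: potency is read from the fitted curve at half-maximal effect; % of control where 0% means no effect; nearly all actives have a fitted effect of over 60% in size; reporter is driven by a mutant NPC1 promoter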
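Stable NPC1-promoter luciferase Huh7 line; cpd (DMSO) 24 h, 37 °C, 5% CO2; Amplite luciferase reagent 10 min RT; luminescence readout. qHTS format.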
ELG1 genotox = inducers of genotoxicity in HEK293T ELG1-luciferase cells; HEK293T ELG1-luciferase reporter, luminescence, 16 h; hit rate 1.3% among 330,000; AID 504466; Potency, µM (highest dose often 46 µM), for the others: at the highest dose activity change, positive = activation, usual class: activators; also: potency is read from the fitted curve at half-maximal effect; % of control where 0% means no effect; nearly all actives have a fitted effect of over 60% in size
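ELG1-luciferase HEK293T cells, 2,000/well; compound pinned in; 16 hr, 37 °C, 5% CO2; ONE-Glo, 30 min RT; luminescence on CCD imager.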
Gal4-VP16 FLuc = counter-screen for ROR gamma inhibitors: Gal4-VP16 reporter | hit rate 3.5% among 310,000 | Drosophila S2 Gal4-VP16 UAS-luciferase, luminescence, 20 h | Potency, µM (series often up to 53.6 µM), for inactives: at the highest dose activity, negative = inhibition, usual class: inhibitors;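 also: Gal4-VP16 expression switched on by copper sulfate through the metallothionein promoter; potency is read from the fitted curve at half-maximal effect; % is scaled to controls: 0 for no effect and ±100 for the full control effect; nearly all actives have a fitted effect of over 50% in size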
Tb PFK inh = blocks T. brucei phosphofructokinase | Potency, µM (highest dose often 57.5 µM), inactives show at the highest dose activity, negative = inhibition, most hits filed as inhibitors | T. brucei PFK, ADP-Glo luminescence | hit rate 0.17% among 330,000 | AID 485367 | O15648;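 also: potency is read from the fitted curve at half-maximal effect; 0% = uninhibited 1x PFK enzyme wells and -100% = no-enzyme wells; nearly all actives have a fitted effect of over 60% in size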
Target sequence (O15648 whole entry, looked up): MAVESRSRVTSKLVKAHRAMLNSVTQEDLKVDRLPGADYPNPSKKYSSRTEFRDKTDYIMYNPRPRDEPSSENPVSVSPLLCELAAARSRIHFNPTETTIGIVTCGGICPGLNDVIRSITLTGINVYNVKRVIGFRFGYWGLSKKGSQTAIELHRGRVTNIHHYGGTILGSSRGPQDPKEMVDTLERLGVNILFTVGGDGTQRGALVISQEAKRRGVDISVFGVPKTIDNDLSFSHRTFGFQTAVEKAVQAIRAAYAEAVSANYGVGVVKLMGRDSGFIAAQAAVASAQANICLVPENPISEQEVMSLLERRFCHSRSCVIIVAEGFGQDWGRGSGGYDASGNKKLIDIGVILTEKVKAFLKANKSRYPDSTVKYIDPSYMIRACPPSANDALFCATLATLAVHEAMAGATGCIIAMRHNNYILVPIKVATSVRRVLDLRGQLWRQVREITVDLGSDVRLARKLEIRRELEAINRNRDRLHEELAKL
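1.25 nM PFK with 0.5 mM F6P and 0.1 mM ATP in 0.1 M TEA pH 8.0, 5 mM MgCl2, incubated 45 min at room temperature; ADP measured by ADP-Glo luminescence; compounds titrated up to 57 uM.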
Rab9 prom act = activates the Rab9 promoter; hit rate 2.8% among 320,000; Potency, µM (top dose mostly 9.22 µM), inactives show at the top dose activation, negative = inhibition, actives largely listed as activators; Huh7 Rab9 promoter-luciferase reporter, luminescence, 24 h; also: potency is read from the fitted curve at half-maximal effect; % of control where 0% means no effect; nearly all actives have a fitted effect of over 60% in size
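Luciferase signal after 10 min detection reagent at ambient indicates Rab9 promoter upregulation; stably transfected Huh7 cells were treated 24 h with compound in DMSO at 37 °C, 5% CO2.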
Giardia killer = Giardia lamblia killing; Giardia lamblia trophozoite viability; activity change, % at 7.66 µM, hits read low; hit rate 0.15% among 340,000; AID 540267; in the data active = activity change below about -80%; inconclusive = between about -30% and that limit;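 also: parasites exposed to compound for two days anaerobically before the ATP read; % is scaled to controls: 0 for no effect and ±100 for the full control effect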
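Anaerobic 48 hrs incubation at 37 deg C of 100 trophozoites/well with test compounds; ATPLite 1-Step luminescence, 15-30 min RT, reports cellular ATP as viability.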
Coupling enz = inhibits coupling enzyme system, counter-screen for aldolase hits; activity change, negative = inhibition, % at 58.2 µM, hits read low; hit rate 0.67% among 290,000; coupling enzyme system counterscreen, AmpLite Red fluorescence; AID 2472; in the data active = activity change below about -30%; also: % is scaled to controls: 0 for no effect and ±100 for the full control effect
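Coupling enzymes only (glyceraldehyde-3-phosphate) + compound, at 57.5 uM final, 10 min RT; add substrate/coupling/AmpLite Red mix, 20 min RT; fluorescence ex 525/em 598 nm. Actives flag coupling-system interference.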
FLuc modulator = counter-screen for miR-21 project: firefly luciferase inhibitors or activators | P08659 | purified FLuc, Km substrates, luminescence inhibition | Potency, µM (doses to about 57.5 µM), inactives show at the top dose activity change, negative = inhibition, most hits filed as inhibitors | hit rate 6.9% among 360,000 | AID 588342;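 also: potency is read from the fitted curve at half-maximal effect; plate controls were vehicle for no effect and reference inhibitor for full effect; nearly all actives have a fitted effect of over 55% in size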
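Biochemical qHTS of compounds, final roughly 60 µM downward over six points, against 10 nM purified firefly luciferase using Km concentrations of substrates (10 uM D-luciferin, 10 uM ATP) in Tris acetate pH 7.5 buffer; luminescence output.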
Starred values were filed as active, the others as inactive; u = inconclusive; x = not tested or not shown; [ ] = another dose, or the depositor's remark. Unless noted, calls follow the shape of the dose curve; as a rule, active = well fitted curve in the direction sought with a large enough effect; inconclusive = small, poorly fitted or top-dose-only effect, or another doubt; inactive = no such curve, though single readings can be large; an effect the other way counts as inactive or inconclusive.

SMILES	RORg inh	KCNH2 3.1 inh	uPA generation	NPC1 promoter act	ELG1 genotox	Gal4-VP16 FLuc	Tb PFK inh	Rab9 prom act	Giardia killer	Coupling enz	FLuc modulator
CCSc1ncc(Cl)c(C(=O)Nc2ccccc2OC)n1	-44%	2	-11%	18%	0%	-1%	3%	-3%	17	2	5%
CCn1c(SCC(N)=O)nnc1-c1ccco1	34%	0	3%	8%	2%	-2%	0%	1%	0	-1	2%
Clc1ccc(-c2csc(Nc3cccnc3)n2)cc1	-4%	21	1%	u	6%	1%	8%	27%	2	1	-20%
CC(=O)c1cccc(NC(=O)C(OC(=O)c2ccccc2NS(=O)(=O)c2cccs2)c2ccccc2)c1 (stereo not given)	32%	-6	-2%	0%	-1%	u	-1%	-1%	5	-2	6%
CSCc1c(C(=O)Nc2ccccc2N2CCOCC2)oc2ccccc12	x	-3	-5%	-1%	-1%	x	-4%	-2%	2	x	6%
CCc1c(-c2ccccc2)[n+](=O)c2c(n1[O-])CCC2	0%	-5	17%	-1%	0%	2%	0%	-1%	17	0	-1%
O=C1CC(c2ccccc2)=Nc2ccccc2N1Cc1ccccc1	32%	-15	7%	2%	-2%	-12%	-2%	2%	2	2	-9%
O=[N+]([O-])c1ccc(Cl)cc1Sc1nc2ccccc2o1	-16%	-25	u	0%	16%	-4%	-4%	0%	-4	2	0%
CCCNC(=O)CNC(=S)N(Cc1cc(OC)c(OC)c(OC)c1)C1CCCC1	10%	-5	-3%	-5%	0%	3%	4%	-6%	4	7	1%
Cc1cc(C)n(C2CCCCC2OC(=O)CCc2ccccc2)n1 (stereo not given)	1%	-3	13%	-1%	-4%	8%	-11%	-3%	-6	2	-1%
O=C(NC1CCN(C(=O)NCc2ccccc2)CC1)c1ccc(F)cc1	-21%	-13	2%	-4%	2%	2%	0%	-8%	-9	0	0%
CCCn1nnnc1NC(=O)COc1ccc(Cl)cc1C	0.89µM*	-16	-3%	2%	-5%	2µM*	0%	0%	28	x	-1%
CC(C)C[C@H](CO)Nc1nc(Nc2cccc(Cl)c2)c2ncn(C(C)C)c2n1	27%	17	u	-2%	-7%	-3%	-5%	-1%	-5	0	u
O=C(COC(=O)c1ccccn1)Nc1ncc(C(F)(F)F)cc1Cl	2%	1	9%	0%	2%	0%	-4%	5%	-17	2	8%
[O-][n+]1c2c(nn1-c1ccccc1Cl)-c1nonc1CC2	-38%	8	1%	4%	-7%	-17%	-8%	-4%	-1	1	0%
COc1cc(CNCc2cccs2)ccc1OCC(=O)NC(C)(C)C	18%	-7	-2%	-1%	1%	1%	6%	-3%	-4	-1	5%
CC(C)(CC(=O)O)CC(=O)N1CCN(c2nc3cc(Cl)ccc3s2)CC1	27%	-3	-15%	-4%	1%	18%	0%	8%	2	-2	-16%
Cn1cccc1C(=O)NCC1COc2ccccc2O1 (stereo not given)	x	5	2%	u	16%	x	18%	3.2µM*	7	x	2%
Cc1ccc2[nH]c(=O)c(CN(Cc3cccs3)C(=S)NCc3ccco3)cc2c1	u	2	-11%	-5%	-3%	-91%	-3%	-2%	-23	0	-1%
CN(C)/C=N/c1[nH]ncc1C#N	5%	-2	-2%	5%	2%	7%	-1%	-3%	-9	2	-3%
COc1ccc(S(=O)(=O)N2CCN(c3ccccc3)CC2)cc1C(=O)N1CCCC1	-2%	6	4%	-2%	-6%	18%	0%	0%	16	x	0%
O=S(=O)(c1ccc(Br)s1)N1CCNCC1	-11%	0	-4%	1%	1%	-1%	-6%	2%	-11	1	0%
COc1cccc(Nc2nc(-c3sc(NC(=O)c4ccccc4)nc3C)cs2)c1	25%	-2	10%	0%	-7%	u	3%	-1%	-13	1	19µM*
C=COCCNC(=O)C1CC(=O)N(c2ccc(C)cc2)C1 (stereo not given)	19%	-4	x	0%	-2%	11%	1%	0%	3	2	0%
Cc1ccc(S(=O)(=O)N2CCC(C(=O)OCC(=O)N3CCc4ccccc43)CC2)cc1	13%	-6	0%	-4%	1%	5%	-1%	-5%	-21	-1	4%
CCOC(=O)c1c(NC(=O)CSc2nnc(N)s2)sc(C)c1-c1ccc(C)cc1	29%	-10	3%	-3%	-5%	u	11%	-4%	-17	4	0%
Cc1ccc(NC(=O)CN(C)CC(=O)N(C)Cc2ccccc2)cc1	x	-11	-1%	6%	3%	x	0%	-2%	-16	x	1%
O=C(O)C1CCCN1S(=O)(=O)c1ccc2[nH]c(=O)c(=O)[nH]c2c1 (stereo not given)	-15%	21	0%	-1%	2%	-12%	0%	-1%	0	0	2%
O=S(=O)(NCc1ccc2c(c1)OCO2)c1ccc(Cl)s1	22%	x	0%	0%	1%	2%	-5%	-2%	-4	x	2%
CC(C)NCCCCOc1ccccc1-c1ccccc1	-16%	x	x	-5%	-3%	-10%	-4%	-9%	x	1	-2%
Oc1c(N=NC(=S)Nc2ccccc2F)c2ccccc2n1Cc1ccccc1	2.8µM*	-16	u	-6%	-13%	3.5µM*	-1%	-8%	9	-2	-1%
CCOc1ncccc1C(=O)NCC(c1ccccc1)N(C)C (stereo not given)	0%	11	4%	7%	-8%	-8%	0%	3%	23	x	2%
CC(/C=N/n1c(-c2cccnc2)n[nH]c1=S)=C\c1ccccc1	u	-2	1%	-3%	-12%	u	-1%	-21%	-30	x	1%
Cc1onc(-c2ccccc2)c1C(=O)c1c[nH]c(C(=O)NCc2ccncc2)c1	37%	1	-2%	-2%	-3%	1%	2%	3%	6	0	1%
Cc1nnc(-c2cnn(C)c2N)n1Cc1ccc(Cl)cc1	4%	1	1%	1%	8%	19%	-3%	0%	5	0	u
CCN(Cc1nc2ccccc2c(=O)[nH]1)Cc1cc(=O)oc2cc(OC)ccc12	14µM*	-7	3%	0%	-1%	16µM*	0%	-10%	0	-2	5%
CN1CCS/C1=C\C=C1/SC(=S)N(CC(=O)O)C1=O	-16%	4	-4%	-2%	-3%	-9%	2%	1%	-19	0	13µM*
CCOC(=O)CSc1nnc(-c2ccco2)n1-c1ccccc1	-17%	7	5%	2%	0%	3%	6%	1%	-4	9	-13%
CCOC(=O)c1ccc(NC(=O)CSc2nc3c(c(=O)n2C)SC(C)C3)cc1 (stereo not given)	11%	2	-22%	0%	0%	-23%	-5%	0%	23	0	-1%
Cc1nnc(SCC(=O)N2CCc3ccccc3C2)n1-c1ccccc1	4%	-1	-3%	-2%	-1%	0%	0%	-3%	-1	3	0%
CCSc1nnc(NC(=O)c2nc(S(=O)(=O)Cc3ccc(F)cc3)ncc2Cl)s1	u	10	-3%	-32%[inhibitor]	u	11µM*	-6%	-16%	2	x	-6%
N#C/C(=C\c1ccc(N2CCOCC2)o1)C(=O)NCC1CCCO1 (stereo not given)	3%	x	-5%	-36%[inhibitor]	1%	-2%	1%	-28%	6	-2	0%
Cc1cc(C)n(-c2ccc(S(N)(=O)=O)cc2[N+](=O)[O-])n1	11%	-8	-1%	0%	2%	5%	-1%	-4%	-8	2	1%
CCCCCCCC1(C)NC(=O)N(CC(=O)Nc2cc(C)on2)C1=O (stereo not given)	12%	10	-5%	2%	-4%	-2%	-8%	0%	-21	0	0%
O=C(CCCN1C(=O)c2ccccc2C1=O)Nc1ccc(S(=O)(=O)N2CCCCC2)cc1	-5%	-14	x	0%	-9%	u	-1%	4%	2	0	2%
O=C(N/N=C/c1ccccc1O)c1cc[n+]([O-])cc1	u	-3	-10%	2%	11%	-11%	-1%	-1%	24	0	4%
O=C(NCc1cccs1)c1csc2ccccc12	3%	-30	x	11%	u	u	-10%	13%	-6	-1	u
O=C1CC(=O)CC(c2ccco2)C1	2%	2	1%	-2%	1%	3%	6%	-2%	-5	2	-1%
CC(=O)c1cccc(CN2CCN(CC(C)C)C(CCO)C2)c1 (stereo not given)	1%	3	5%	-4%	1%	3%	2%	-1%	-3	4	6%
O=C(c1cc([N+](=O)[O-])ccc1N1CCOCC1)N1CCCCC1	-10%	6	0%	1%	3%	-8%	-2%	-4%	0	3	0%
COc1cccc(OCc2nc3ccccc3[nH]2)c1	u	19	u	3.2µM*	u	-7%	-6%	3.5µM*	-16	-1	6.7µM*
COc1ccc(-c2nc(CS(=O)(=O)CC(=O)NCc3ccccc3OC)c(C)o2)cc1	15%	-3	-9%	1%	1%	-13%	-1%	-3%	9	1	-10%
